# NTR1 agonist: agonists of NTR1, primary screen, imaging, U2OS cells, beta-arrestin-GFP, high content (AID 493036); NTR1-U2OS beta-arrestin-GFP spot imaging, agonist mode; activation, % at 20 µM; 330,000 compounds, 0.17% hits;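 active = activation at or above 40% of the spot to cytoplasm intensity ratio, with at least 20 cells analyzed; inconclusive = wells under 20 cells, flagged as cytotoxic or low count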;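 also: 0% = DMSO without peptide and 100% = 100 nM NTR1 peptide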
# Target sequence (P30989 whole entry, looked up): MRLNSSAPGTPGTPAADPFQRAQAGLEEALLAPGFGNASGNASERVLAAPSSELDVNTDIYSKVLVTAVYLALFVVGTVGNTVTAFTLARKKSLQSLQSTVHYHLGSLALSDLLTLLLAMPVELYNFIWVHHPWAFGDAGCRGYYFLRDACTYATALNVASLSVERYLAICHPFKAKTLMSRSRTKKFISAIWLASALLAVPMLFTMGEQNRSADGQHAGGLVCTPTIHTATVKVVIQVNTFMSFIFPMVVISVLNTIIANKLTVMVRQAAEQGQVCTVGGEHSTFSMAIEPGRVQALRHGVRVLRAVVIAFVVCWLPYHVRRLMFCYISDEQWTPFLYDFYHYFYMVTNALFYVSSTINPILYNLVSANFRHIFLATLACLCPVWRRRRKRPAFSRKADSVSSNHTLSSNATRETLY
# GPR55 activation: GPR55 agonists via beta-arrestin recruitment, primary screen, imaging, U2OS cells, beta-arrestin-GFP redistribution (AID 1961); G-protein coupled receptor 55 (Homo sapiens); U2OS GPR55 beta-arrestin-GFP redistribution imaging; higher % means a stronger effect; one-dose activation, % at 10 µM; EC50 in µM for titrated hits; 290,000 compounds, 0.048% hits;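 active = activation above 40% with more than 50 cells counted in the well; inconclusive = wells holding fewer than 50 cells, flagged as toxic or sparse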;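 also: U2OS osteosarcoma cells stably expressing GPR55 and beta-arrestin-GFP; plate controls were DMSO negative control for no effect and LPI positive control for full effect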
# PhoP inhibition: inhibitors of PhoP regulon expression, primary screen, Salmonella Typhimurium, GFP reporter (AID 1863); S. Typhimurium PhoP-regulated promoter GFP reporter, 4 h; higher % means a stronger effect; one-dose inhibition, % at 50 µM; IC50 in µM for titrated hits; 300,000 compounds, 0.16% hits;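 active = inhibition over 29.93%, a cutoff 3 SD above the screen mean, later confirmed by dose response; inconclusive = inhibition over 29.93% but no dose response follow-up; inactive = inhibition at most 29.93% or unconfirmed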;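 also: 0% = low Mg2+ inducing control and 100% = high Mg2+ repressing control; strong numbers were not always called active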
# GPR55 antagonists: GPR55 antagonists blocking LPI-driven arrestin recruitment, primary screen, imaging, U2OS, beta-arrestin-GFP, LPI agonist (AID 2013); G-protein coupled receptor 55 (Homo sapiens); U2OS GPR55 beta-arrestin-GFP translocation imaging, LPI antagonism; higher % means a stronger effect; inhibition, % at 10 µM; hits with a dose series show IC50 in µM; 290,000 compounds, 0.13% hits;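 active = spots per cell inhibited over 60%, with over 100 cells counted and total cytoplasm intensity under 500,000; inconclusive = wells with under 100 cells, flagged as likely toxic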;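 also: U2OS cells stably carrying GPR55 and arrestin-GFP stimulated by 5 µM LPI near EC80; imaged beta-arrestin-GFP aggregate spots per cell after agonist stimulation; plate controls were LPI-stimulated DMSO wells for no effect and DMSO wells without LPI for full effect; some results filed as inactive read as strong as hits; confirmed hits need IC50 under 10 µM and bright autofluorescent wells are also inconclusive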
# GPR35 arrestin U2OS: GPR35 antagonists blocking zaprinast-driven arrestin recruitment, primary screen, imaging, U2OS, beta-arrestin-GFP, zaprinast agonist (AID 2058). 290,000 compounds, 0.052% hits. inhibition, % at 10 µM, or IC50 in µM where a hit was titrated. U2OS GPR35 beta-arrestin-GFP translocation imaging, zaprinast antagonism; higher % means a stronger effect;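 active = inhibition of at least 50% with at least 30 cells and total cytoplasm GFP at most 10,000,000; inconclusive = under 30 cells or total GFP of 10,000,000 plus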
# T cell modulator: modulators of CD8 T cell-vesicle binding, primary screen, mouse 2C CD8+ T cells, flow cytometry. AID 2052, 2009. 330,000 compounds, 0.068% hits. 2C CD8+ T cell-vesicle binding; active compounds read low. calls only at 7 µM;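 active = response, share of CD8 T cells binding vesicles, and their 90th percentile fluorescence all below set limits, cut at about 80% in these data, passing the limit was not always enough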
#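 Incubation: binding step 1.5 h, 37 °C, antibody labelling 20 min, ice; system: murine 2C transgenic CD8+ T lymphocytes; technique: cytometric PE anti-B7-1 and Alexa647 anti-CD8 signals after 1% paraformaldehyde fixation; also added: QL9-charged Drosophila Ld/ICAM-1/B7-1 vesicles; control set: naked versus QL9-loaded vesicles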
# KOR beta-arrestin-1: KOR agonists, beta-arrestin recruitment, primary screen, cell-based, luminescence, uHTS (AID 1777) | Kappa-type opioid receptor (Homo sapiens) | KOR beta-arrestin recruitment, luminescence; higher % means a stronger effect | activation, % at 10 µM, or EC50 in µM where a hit was titrated | 280,000 compounds, 0.02% hits; in the data active = activation above about 50%, passing the limit was not always enough; also: a part of the inactive calls stands beside numbers as strong as those of hits
# KOR beta-arrestin-2: KOR antagonists, beta-arrestin recruitment, cell-based, luminescence, uHTS (AID 1778); Kappa-type opioid receptor (Homo sapiens); KOR beta-arrestin recruitment, luminescence, antagonist mode; higher % means a stronger effect; one-dose inhibition, % at 10 µM; IC50 in µM for titrated hits; 290,000 compounds, 0.091% hits; in the data active = inhibition above about 50%; also: strong numbers were not always called active
# West Nile antiviral: West Nile virus antiviral activity, cell-based, CPE readout (AID 1621); West Nile virus-infected cells, CPE inhibition; higher % means a stronger effect; CPE inhibition, % at 10 µM, or IC50 in µM where a hit was titrated; 290,000 compounds, 0.02% hits; in the data active = a potency from the dose series; inconclusive = CPE inhibition mostly from about 3.7% at the one dose, without a potency; inactive = the rest, 99 in 100 with CPE inhibition below about 2.2%; also: strong numbers were not always called active
# T cell modulator vesicle-bound %: second read-out of T cell modulator, no call of its own (marks repeat the call); double positive events, %; measured here: CD8+ vesicle-bound cell fraction;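 binding gate set so that unloaded-vesicle control wells show 10% double positive cells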
# NTR1 agonist cell count 20 µM: second read-out of NTR1 agonist, no call of its own (marks repeat the call); cell count; measured here: cell count, cytotoxicity flag
# * = called active by the depositor; i = inactive; ? = inconclusive; · = not tested or not shown; [ ] = dose if it differs, or a comment.
SMILES,NTR1 agonist,NTR1 agonist cell count 20 µM,GPR55 activation,PhoP inhibition,GPR55 antagonists,GPR35 arrestin U2OS,T cell modulator,T cell modulator vesicle-bound %,KOR beta-arrestin-1,KOR beta-arrestin-2,West Nile antiviral
N/C(=N\OC(=O)c1cc(Br)ccc1Cl)c1cccnc1,1.6,44,-0.1%,-14%,-1%,-17%,i,54,-1.7%,-49%[20 µM],-0.5%
COc1ccc(NC(=S)N2CCN(S(=O)(=O)c3ccc(F)cc3)CC2)cc1,0.4,73,-0.1%,-4%,1%,2%,i,15,1.6%,-14%,-0.6%
CN1CCN(NC(=O)c2ccc(COc3ccccc3Br)o2)CC1,-1.1,72,1.1%,5%,8%,-15%,i,59,-4.1%,-7%,-1.6%
Cc1c(OC(C)C(=O)NCCN2CCOCC2)ccc2c(-c3ccccc3)cc(=O)oc12 (centres undefined),0.5,66,-0.2%,-13%,-4%,-8%,i,37,0.7%,-38%,-0.8%
CC(C)CNC(=O)CCCSc1nc2ccccc2[nH]1,-1.0,42,-0.1%,6%,0%,14%,i,14,-0.9%,-2%,0.2%
Nc1ncccc1OCc1cccc(C(F)(F)F)c1,-1.5,70,-0.3%,-14%,68%,7%,i,26,2.2%,-59%,-1.2%
COc1cccc(-c2cc(C(F)(F)F)nc(NCc3ccco3)n2)c1,0.8,87,-0.2%,-13%,-2%,9%,i,14,-4.6%,-17%,-0.8%
O=c1cc(N2CCN(Cc3ccccc3)CC2)c(-c2ccccc2)n[nH]1,-1.0,87,-0.2%,3%,-5%,3%,i,51,0.8%,-3%,-0.2%
CC(=O)c1ccc(OCCCCOc2ccc(C(C)=O)cc2)cc1,2.2,57,-0.1%,-1%,9%,-3%,i,52,-0.9%,-31%,-1.0%
CN(CC(=O)Nc1ccc(C#N)cc1)CC(=O)Nc1ccc(N2CCOCC2)cc1,-2.2,57,0.4%,-9%,2%,-10%,i,53,-2.2%,-7%,-0.6%
CCN(CC)c1ccc(/C=C/c2nc3ccccc3s2)cc1,-1.5,44,-0.3%,-6%,32%,6%,i,51,0.4%,4%,-0.2%
CN(CCCC(=O)Nc1ccncc1)S(=O)(=O)c1ccc(Cl)cc1,1.0,71,0.3%,-10%,-8%,-8%,i,28,4.1%,-25%,-0.6%
O=C(N/N=C/c1ccc(O)cc1O)NC12CC3CC(CC(C3)C1)C2,9.0,71,0.3%,3%,5%,14%,i,20,1.7%,-22%,-1.0%
O=C(COc1cccc(Cl)c1Cl)Nc1ccc2c(c1)CCC2,20,74,-0.2%,-10%,-1%,-9%,i,28,4.5%,0%,-0.3%
CCCOc1ccc(C(O)(CCC)CCN2CCCCC2)cc1 (centres undefined),0.7,36,-0.2%,4%,2%,-5%,i,48,6.6%,20%,-0.5%
COc1ccc2c(COC(=O)CNC(=O)C34CC5CC(CC(C5)C3)C4)cc(=O)oc2c1,3.3,78,-0.3%,-3%,1%,0%,i,52,-3.6%,20%,-0.4%
COc1ccc(C(=O)Nc2ccccc2)cc1NC(=O)c1ccc([N+](=O)[O-])cc1,0.4,67,-0.1%,-3%,2%,-7%,i,69,0.4%,-14%[20 µM],0.5%
OC(COc1ccc2ccccc2c1)CN1CCN(c2ccc(F)cc2)CC1 (centres undefined),-1.1,66,-0.2%,8%,-4%,11%,i,45,-4.2%,7%,-0.5%
NC(=O)c1ccc(Oc2ccc(C(N)=O)cc2)cc1,0.4,47,0.2%,-8%,14%,8%,i,30,-3.8%,24%,0.2%
CCc1cc(CC)c(/C=N/NC(N)=O)c(CC)c1,-0.5,33,0.4%,1%,9%,-5%,i,27,-4.4%,-13%,-0.4%
COc1cccc(CC2(CO)CCCN(Cc3cc4ccccc4[nH]3)C2)c1 (centres undefined),1.1,37,0.1%,-5%,15%,-14%,i,48,-5.8%,-4%,-0.5%
COc1ccc2[nH]cc(CCNC(=O)c3ccccc3Cl)c2c1,1.5,78,0.0%,-2%,6%,-3%,i,52,-4.8%,-5%,0.9%
O=C1NC(=O)C2C1C(c1ccc([N+](=O)[O-])cc1)=NN2Cc1ccccc1 (centres undefined),1.3,54,0.7%,3%,-1%,20%,i,26,-4.3%,22%,1.2%
CCOC(=O)CCNC(=O)CCc1nnc(CCCc2ccccc2)o1,-1.3,70,1.3%,-9%,4%,-2%,i,48,-4.3%,11%,0.7%
CCCCc1c(C)nc2c(OC)cccc2c1SCC(=O)O,1.0,64,0.0%,-4%,8%,-12%,i,32,1.8%,19%,-0.1%
Cc1ccc(C)c(C(=O)CSc2n[nH]c(C)n2)c1,-0.9,73,-0.2%,-7%,7%,8%,i,50,1.7%,-2%,0.1%
CCCCc1cc(=O)oc2c(CN3CCCC3)c(O)ccc12,-0.4,74,-0.2%,-1%,-2%,-7%,i,32,-5.3%,-37%,-0.8%
Cc1cc2nnc(SCC(=O)N3CCOCC3)n2c2ccccc12,1.0,36,0.2%,1%,-3%,7%,i,3,5.2%,4%,0.3%
O=C(Nc1nncs1)c1cc(S(=O)(=O)N2CCCCC2)ccc1Cl,0.1,51,0.7%,3%,-6%,17%,i,23,-2.8%,-39%,-0.5%
Cc1cccc(C)c1NC(=S)Nc1ccccc1C(=O)NCc1ccco1,-0.7,71,?,5%,-5%,-6%,i,46,2.0%,28%,0.5%
S=c1nc(-c2cccc(Cl)c2)[nH][nH]1,·,·,0.1%,-1%,5%,-17%,i,36,-4.6%,6%,-0.1%
CCOCCCN(C(=O)c1snc(C(N)=O)c1N)C(C(=O)NC1CCCC1)c1ccc(O)cc1 (centres undefined),-0.3,61,0.5%,3%,-3%,-10%,i,47,-4.6%,4%,0.4%
COc1ccc(OCC(=O)Nc2nc3ccc(NC(C)=O)cc3s2)cc1,-0.4,35,-0.1%,8%,3%,2%,i,4,-2.7%,-16%[20 µM],-0.2%
Cc1cc(C)cc(NC(=O)CSCc2cc(=O)n3ccsc3n2)c1,-0.4,58,-0.1%,-6%,6%,-9%,i,32,-0.2%,-18%,-0.2%
Cc1ccccc1CSCC(=O)Nc1ccccc1F,0.1,48,-0.2%,3%,-4%,2%,i,61,4.8%,-26%[20 µM],-0.6%
COC(=O)c1sccc1NC(=S)Nc1cc(C)ccc1OC,0.7,50,-0.1%,-1%,3%,0%,i,48,-6.2%,31%,1.3%
CN1CCC(N(C)C(=S)NCCc2ccccc2)CC1,-0.4,57,0.1%,-2%,6%,3%,i,15,-7.0%,-5%,-0.1%
CC(O)CCc1nc2ccc(C(=O)O)cc2[nH]1 (centres undefined),1.2,54,-0.2%,2%,16%,-4%,i,23,-4.5%,-14%,·
COCC(=O)OCC(=O)Nc1cc(C)c(C)cc1[N+](=O)[O-],-0.2,76,-0.3%,7%,-4%,2%,i,58,3.4%,-36%,0.9%
CCc1cc2c(N[C@@H](C)C(=O)O)ncnc2s1,-0.2,37,-0.2%,6%,-13%,16%,i,47,8.4%,40%,0.4%
O=C(O)/C=C/c1ccc(S(=O)(=O)NCc2cccnc2)cc1,-0.4,49,-1.9%,1%,13%,1%,i,39,1.1%,15%,0.3%
O=C(c1ccco1)N1CCN(C(=O)c2nn3cccnc3c2Cl)CC1,1.2,89,0.4%,-7%,10%,7%,i,52,4.0%,-37%,1.0%
CS(=O)(=O)N1CCC(CO)(Cc2ccccc2C(F)(F)F)CC1,-0.4,39,-0.3%,-6%,-1%,-14%,i,27,0.9%,3%,-1.1%
COc1ccccc1NC(=O)Nc1ccc(N2CCOCC2)cc1,-0.5,29,-0.4%,6%,13%,13%,i,40,-6.5%,7%,-0.3%
Cc1ccc(C(=O)NNC2=Nc3cccc4cccc2c34)cc1,-0.6,62,-0.2%,-6%,8%,-8%,i,53,-7.2%,21%,0.1%
O=C(N/N=C/c1ccc(Sc2nc3ccccc3s2)c([N+](=O)[O-])c1)c1ccccn1,5.4,38,-0.1%,-5%,25%,9%,i,45,-0.1%,14%,0.8%
CC(=O)NC(c1ccc(C)cc1)c1cc([N+](=O)[O-])c2cccnc2c1O (centres undefined),-0.6,82,0.4%,37µM*,-3%,12%,i,53,-5.3%,13%,?
O=C(Cn1cncn1)N1CCN(c2ccc(F)cc2)CC1,0.1,47,0.1%,-4%,3%,3%,i,29,0.8%,-36%,-0.2%
CCCCN1C(=O)N(c2ccccc2Cl)C(C)(O)CC1(C)C (centres undefined),-1.0,92,-0.1%,-2%,-2%,3%,i,34,1.7%,10%,0.1%
Cn1cc([N+](=O)[O-])c(C(=O)Nc2ccn(Cc3c(F)c(F)cc(F)c3F)n2)n1,4.3,67,0.0%,11%,-26%,-3%,i,36,65%,-23%,12%
O=C1/C(=C/c2ccc(F)cc2)SC(=S)N1N1CCOCC1,0.2,59,-0.1%,2%,11%,-1%,i,27,·,32%,0.2%
COc1ccc(-c2nnc(NC(=O)c3cc(C)on3)s2)cc1,-1.0,55,-0.2%,-21%,-2%,-10%,i,21,15%,-18%,0.9%
O=C1NC(=O)c2cc(Oc3ccc([N+](=O)[O-])cc3)ccc21,-0.7,41,-0.1%,-5%,0%,2%,i,67,-6.4%,-1%,-0.2%
O=C(Nc1ccc(Cl)cc1)N1CCOC12CCCCC2,1.1,61,-0.1%,0%,9%,-4%,i,48,-5.3%,-38%[20 µM],0.6%
Cc1ccc(C(=O)C2=C(O)C(=O)N(CCCn3ccnc3)C2c2ccc(OC(C)C)cc2)o1 (centres undefined),0.8,52,-0.1%,-2%,25%,15%,i,10,-0.3%,19%,-0.2%
